Screening results deposited in PubChem BioAssay by National Center for Advancing Translational Sciences (NCATS).
Pf growth 48h: Primary qHTS for delayed death inhibitors of the malarial parasite plastid, 48 hour incubation. P. falciparum luciferase growth in erythrocytes, 48 h. Potency, µM (series often up to 28.7 µM), for inactives: at the highest dose activity change, negative = inhibition, usual class: inhibitors. 310,000 compounds, 5.9% hits. AID 504832, 2011; also: potency is read from the fitted curve at half-maximal effect; % is scaled to controls: 0 for no effect and ±100 for the full control effect
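Compounds are pin-transferred into medium, infected erythrocytes (2% hematocrit, 0.1% parasitemia final) are added, and plates sit one parasite generation at 37 C in 5% CO2. Detection reagent is then added and luminescence measured.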
Pf growth 96h: Primary qHTS for delayed death inhibitors of the malarial parasite plastid, 96 hour incubation | P. falciparum luciferase reporter growth, 96 h | 320,000 compounds, 6.9% hits | Potency, µM (top dose mostly 28.7 µM), inactives show at the highest dose activity change, negative = inhibition, actives largely listed as inhibitors; also: potency is read from the fitted curve at half-maximal effect; % is scaled to controls: 0 for no effect and ±100 for the full control effect
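96 h incubation, 37 C, 5% CO2, of luciferase-reporter P. falciparum-infected RBCs (2% hematocrit, 0.05% parasitemia final) with test compounds; endpoint luminescence.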
HCV inh: qHTS Assay for Inhibitors of Hepatitis C Virus (HCV); Potency, µM (doses to about 41.8 µM), inactives show at the top dose activity change, negative = inhibition, hits mostly inhibitors; Huh7.5.1 HCVcc-Cre infection, luciferase reporter, 44 h; AID 651820, 2012; 340,000 compounds, 3.4% hits; also: potency is read from the fitted curve at half-maximal effect; % is scaled to controls: 0 for no effect and ±100 for the full control effect
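Cells (1,000/well) were plated 4 h before compound, then infected with HCVcc-Cre virus (~0.5 moi). After 44 h further culture, infection was read as luciferase luminescence following a 15 min substrate incubation at room temperature.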
CHX counter: Cycloheximide Counterscreen for Small Molecule Inhibitors of Shiga Toxin; 300,000 compounds, 12% hits; max response, %; AID 2314, 2010; cell reporter, cycloheximide protein synthesis inhibition counterscreen; in the data active = max response mostly above about 13%, no sharp cut-off; inactive = mostly below about 14%; also: read at 38.3 µM for the half of the compounds with a filed dose; 0% is about no effect
Shiga inhibitor: A qHTS for Small Molecule Inhibitors of Shiga Toxin; inhibition, % at 38.7 µM; Vero cells, Shiga toxin protein synthesis inhibition reporter; 290,000 compounds, 9.2% hits; in the data active = inhibition mostly above about 28%, no sharp cut-off; inactive = mostly below about 43%; also: 0% is about no effect
Giardia FBPA inh: qHTS Assay for Inhibitors of Fructose-1,6-bisphosphate Aldolase from Giardia Lamblia; A8B2U2; purified Giardia FBPA; Potency, µM (highest dose often 59.6 µM), without a hit: at the highest dose activity, negative = inhibition, actives largely listed as inhibitors; 290,000 compounds, 0.71% hits; also: potency is read from the fitted curve at half-maximal effect; % is scaled to controls: 0 for no effect and ±100 for the full control effect; nearly all actives have a fitted effect of over 55% in size
Target sequence (A8B2U2 whole entry, looked up): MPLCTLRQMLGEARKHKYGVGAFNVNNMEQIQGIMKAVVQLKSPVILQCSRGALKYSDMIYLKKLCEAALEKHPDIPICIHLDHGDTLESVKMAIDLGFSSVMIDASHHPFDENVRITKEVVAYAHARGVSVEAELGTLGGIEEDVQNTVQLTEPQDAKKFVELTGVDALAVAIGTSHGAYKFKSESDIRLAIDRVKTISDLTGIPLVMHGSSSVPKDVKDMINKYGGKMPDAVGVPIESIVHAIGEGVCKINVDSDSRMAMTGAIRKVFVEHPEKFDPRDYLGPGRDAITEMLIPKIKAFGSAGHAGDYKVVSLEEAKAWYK
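40 nM FBPA preincubated 10 min at RT with compound (up to 57.5 uM final), then substrate plus GAPDH/TPI/NAD/arsenate coupling and diaphorase/resazurin added. Fluorescence read after 20 min at RT, 525/598 nm.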
* = called active by the depositor; ? = inconclusive; . = not tested or not shown; + = active, no number; & = joins results of further samples; [ ] = remark or other dose. Unless noted, calls follow the shape of the dose curve; as a rule, active = well fitted curve in the direction sought with a large enough effect; inconclusive = small, poorly fitted or top-dose-only effect, or another doubt; inactive = no such curve, though single readings can be large; an effect the other way counts as inactive or inconclusive.

structure	Pf growth 48h	Pf growth 96h	HCV inh	CHX counter	Shiga inhibitor	Giardia FBPA inh
CCc1nc2ccc(C(=O)N3CCN(c4cc(C)ccc4C)CC3)cc2nc1CC	-12%	11%	?	-2	-14	7%
CCSc1nnc(NC(=O)c2cccc(S(=O)(=O)N(C)c3ccccc3)c2)s1	-19%	-19%	5%	-1	-5	9%
CC(=O)Nc1ccc(SCCN2CC[C@@H](C(C)(C)C)CCC2=O)cc1	?	?	-3%	.	.	.
Cc1ccc(-c2nc(NC(=O)CSc3nnc(C)s3)ns2)cc1	.	-32%	-2%	23*	77*	-4%
CC(C(=O)N1CCN(C2c3ccccc3-c3ccccc32)CC1)N1C(=O)c2ccccc2C1=O (stereo unspecified)	1%	?	1%	0	-1	4%
Cc1ccc(S(=O)(=O)N2CCOC23CCN(C(=O)c2ccc(Cl)cc2Cl)CC3)cc1	?	24%	-4%	-4	-7	0%
COc1cnc(SC(C)C)[nH]c1=O	15%	13%	3%	-2	-2	-16%
COc1ccc(C2CC(C(F)(F)F)n3nc(C(=O)NCc4cn(C)nc4C)c(Cl)c3N2)cc1 (stereo unspecified)	-10%	?	?	-4	-24	7%
CC(=O)c1c(C)n(-c2ccccc2Br)c2ccc(O)cc12	-14%	3%	-8%	-4	-17	1%
CCSc1ncc(Cl)c(C(=O)Nc2ccc(S(N)(=O)=O)cc2)n1	5%	9.3µM*	11%	-3	-4	0%
CC(C)[C@H](NC(=O)C1CCN(S(=O)(=O)c2ccccc2)CC1)C(=O)NCc1ccc(F)cc1	1%	?	-19%	0	-2	.
O=C(CNS(=O)(=O)c1ccc(Br)cc1)N1CCOCC1	5%	13%	13%	-4	-22	0%
Oc1ccc(-c2cn3ccccc3n2)cc1O	.	35%[activator]	?	3	-4	-7%
CCOC(=O)C1=C(C)N(C)C(=S)NC1c1c(OCC)ccc2ccccc12 (stereo unspecified)	?	?	-8%	-5	-2	-10%
CCc1cc2ccc(OC)cc2nc1SCC(=O)N1CCN(C(=O)c2ccco2)CC1	?	?	?	-2	-1	4%
Cc1cc2nc(N)sc2cc1[N+](=O)[O-]	35%[activator]	52%[activator]	5%	20	27	.
CC(C)(C)OC(=O)CNC(=O)c1[nH]cnc1C(=O)NC(c1ccccc1)c1ccccc1	?	?	-18%	-1	13	-18%
O=C(NCCc1csc(-c2cccnc2)n1)c1ccco1	.	-6%	11%	2	-20	3%
CC(=O)Nc1cc(C)nn1-c1nc2ccccc2s1	462%[activator]	193%[activator]	?	33*	52*	2%
O=C(COC(=O)CCCN1C(=O)c2cccc3cccc(c23)C1=O)Nc1ccc(Cl)cc1	54%[activator]	117%[activator]	3%	0	9	10%
CC(=O)c1ccc(N2CCN(S(=O)(=O)c3ccc(-c4cnc(C5CC5)o4)cc3)CC2)cc1	?	?	7%	-2	-11	.
COc1ccc(C(=O)N/C(=C\c2cn(C)c3ccccc23)C(=O)N2CCN(C)CC2)cc1OC	-9%	3%	8%	1	-6	14%
COc1ccc(N2CCN(C(=O)CSc3ccc([N+](=O)[O-])cc3)CC2)cc1	-10%	-5%	?	-6	-14	4%
O=C(CN1CCN(c2ncc(C(F)(F)F)cc2Cl)CC1)NC(=O)NCc1ccccc1	1%	-8%	-11%	2	68*	1%
COc1cc(/C=C/C(=O)OC(C)C(=O)Nc2c(C)n(C)n(-c3ccccc3)c2=O)ccc1OCC#N (stereo unspecified)	-25%	-3%	1%	-1	-6	1%
Cc1ccnc(NS(=O)(=O)c2ccc(NC(=O)Cc3c(F)cccc3Cl)cc2)n1	-2%	29%	25%	1	2	?
O=C(c1ccco1)N1CCCC(c2nc3c(nnn3Cc3ccc(F)cc3)c(=O)[nH]2)C1 (stereo unspecified)	-20%	8%	5%	12	-12	17%
COc1ccc(C(C(=O)NC2CCCC2)N(C(=O)c2snc(C(N)=O)c2N)c2cc(C)ccc2OC)cc1OC (stereo unspecified)	?	?	0%	-3	16	-7%
Cc1ccccc1NS(=O)(=O)c1cc(C(=O)Nc2cccc(N(C)S(C)(=O)=O)c2)ccc1C	?	?	?	-3	11	2%
O=C(COCc1ccccc1)N[C@@H](Cc1ccc(O)cc1)C(=O)O	53%[activator]	83%[activator]	1%	-3	-12	12%

Among those listed so far, these have an NH in an aromatic ring.
structure	Pf growth 48h	Pf growth 96h	HCV inh	CHX counter	Shiga inhibitor	Giardia FBPA inh
COc1cnc(SC(C)C)[nH]c1=O	15%	13%	3%	-2	-2	-16%
CC(C)(C)OC(=O)CNC(=O)c1[nH]cnc1C(=O)NC(c1ccccc1)c1ccccc1	?	?	-18%	-1	13	-18%
O=C(c1ccco1)N1CCCC(c2nc3c(nnn3Cc3ccc(F)cc3)c(=O)[nH]2)C1 (stereo unspecified)	-20%	8%	5%	12	-12	17%

Next part:
structure	Pf growth 48h	Pf growth 96h	HCV inh	CHX counter	Shiga inhibitor	Giardia FBPA inh
O=C(NC1(C(F)(F)F)NC(=O)N(CCc2ccccc2)C1=O)C1CC1 (stereo unspecified)	-2%	-3%	32%[activator]	-5	-6	3%
COc1ccc(/C=N/NC(=O)c2[nH]c3ccc(Br)cc3c2-c2ccccc2)c(C(=O)O)c1OC	6%	31%[activator]	11%	-3	-2	?
COc1cc(CC(=O)OCC(=O)NCC(C)C)cc(OC)c1OC	?	30%[activator]	14%	-4	5	2%
O=C(Oc1ccc(F)cc1)N1CCOCC1	1%	56%[activator]	3%	-2	-3	9%
O=C(O)c1cccc(-n2c(O)c(C=C3N=c4ccccc4=N3)sc2=S)c1	12µM*	?	22%	-2	18	-26%
Cc1cc(/C=N/N2CCN(C)CC2)c(C)n1-c1ccccc1F	?	-23%	23%	21	39	-9%
Cc1cc(C)c(C#N)c(SC(F)F)n1	18%	0%	10%	-3	-19	2%
Cc1ccc2c(c1)N(CC(=O)NCCCN1CCCC1)C(=O)CO2	14%	-12%	3%	4	20	-16%
CN(NC(N)=O)c1ncc(C(F)(F)F)cc1Cl	5%	23%	17%	5	-5	5%
Cc1cccc(C)c1NC(=O)COC(=O)c1cccc2c1C(=O)c1ccccc1C2=O	10%	-17%	?	-5	-1	-23%
COc1ccc(CNC(=O)COC(=O)c2ccc(OCC3CCCO3)cc2)cc1 (stereo unspecified)	?	?	-2%	.	.	.
COc1ccc(C)cc1Nc1n[n+](C)c(-c2c3ccccc3cc3ccccc23)s1	?	?	-5%	7	15	0%
Cc1ccc2c(c1)COc1c3ccc(C(=O)N4CCOCC4)cc3nn1-2	101%[activator]	97%[activator]	-13%	55*	96*	6%
C/C(=N\Nc1nc2ccccc2c(=O)n1O)c1ccco1	162%[activator]	280%[activator]	-6%	47*	62*	-11%
CC1CCCCN1CC(O)COCc1ccc(Cl)cc1 (stereo unspecified)	28%	1%	15%	-1	1	7%
O=C(NCc1ccccc1)/C(=C/c1cccc([N+](=O)[O-])c1)NC(=O)c1ccco1	13%	?	22%	-3	-6	-2%
Cc1ccc(S(=O)(=O)N(C)Cc2cc3cc(C)ccc3[nH]c2=O)cc1	-12%	?	6%	-2	-4	.
C=C(NC(=O)C(=C)NC(=O)c1csc(C2=NC3c4csc(n4)C4NC(=O)c5csc(n5)C([C@@](C)(O)C(C)O)NC(=O)C5CSC(=N5)/C(=C\C)NC(=O)C(C(C)O)NC(=O)c5csc(n5)[C@]3(CC2)NC(=O)C(C)NC(=O)C(=C)NC(=O)C(C)NC(=O)C(C(C)CC)NC2C=Cc3c(C(C)O)cc(nc3C2O)C(=O)OC4C)n1)C(N)=O (stereo partly specified)	0.83µM*	0.74µM*	?	.	.	.
C[C@@H](C(=O)NCc1ccccc1)[C@@H]1C[C@@]1(C)[C@@H](NC(=O)OCc1ccccc1)c1ccccc1	3%	?	?	1	2	-4%&3%
O=C(CCCN1C(=O)c2ccccc2C1=O)NCCc1ccc(OC(F)F)cc1	23%	12%	-3%	-1	-14	3%
O=C(N1CCCCC1)N1CCN(C(=O)N2CCCCC2)CC1	29%	-12%	7%	-5	-12	0%
NS(=O)(=O)c1ccc(CNC(=O)c2cccnc2Cl)cc1	28%	29%	15%	-3	-8	.
O=C(COc1ccc(/C=N/NC(=O)c2ccncc2)cc1)Nc1cccc([N+](=O)[O-])c1	-2%	?	9%	12	25	2%
c1ccc(C2=Nc3cccc4cccc(c34)N2)cc1	7%	12µM*	31%[activator]	-3	3	-10%
CCC1(C)N=C(N)Nc2nc3cc(C)c(C)cc3n21 (stereo unspecified)	?	?	-15%	-1	27	5%
CCN(Cc1ccccc1)Cc1cccc([N+](=O)[O-])c1	16%	0%	-2%	17	20	-8%
CCOC(=O)c1c(-c2ccc(OC)c(OC)c2)csc1NC(=O)C1CCCO1 (stereo unspecified)	-24%	-15%	?	-1	-10	-2%
CN(CC(=O)Nc1ccccc1C(F)(F)F)C(=O)c1ccc2c(=O)n3c(nc2c1)CCC3	-21%	-14%	9%	.	.	.
O=C(Cc1cccc(NC(=O)C2CCN(C(=O)C3CC3)CC2)c1)Nc1cccc(C(=O)N2CCCC2)c1	?	?	?	.	.	.
O=C(CCCN1CCC(O)(c2cccc(C(F)(F)F)c2)CC1)c1ccc(F)cc1	8.3µM*	5.9µM*	?	.	.	-3%

As entered above:
O=C(COCc1ccccc1)N[C@@H](Cc1ccc(O)cc1)C(=O)O in Pf growth 48h is entered as 53%[activator]
C=C(NC(=O)C(=C)NC(=O)c1csc(C2=NC3c4csc(n4)C4NC(=O)c5csc(n5)C([C@@](C)(O)C(C)O)NC(=O)C5CSC(=N5)/C(=C\C)NC(=O)C(C(C)O)NC(=O)c5csc(n5)[C@]3(CC2)NC(=O)C(C)NC(=O)C(=C)NC(=O)C(C)NC(=O)C(C(C)CC)NC2C=Cc3c(C(C)O)cc(nc3C2O)C(=O)OC4C)n1)C(N)=O (stereo partly specified) in Pf growth 96h is entered as 0.74µM*

More compounds
structure	Pf growth 48h	Pf growth 96h	HCV inh	CHX counter	Shiga inhibitor	Giardia FBPA inh
CC(OC(=O)c1ccc(F)cc1)C(=O)Nc1nc(-c2cccc([N+](=O)[O-])c2)cs1 (stereo unspecified)	18%	55%[activator]	?	1	-14	6%
CC(C)N1CCC(N2CCN(Cc3cnc(-c4ccccc4)s3)CC2CCO)CC1 (stereo unspecified)	-5%	?	?	-3	-6	1%
COc1cc(C(=O)Nc2ccccn2)cc(OC)c1OC	4%	11%[5.75 µM]	4%	-4	-5	-2%
c1ccc(CCCNc2ncccn2)cc1	69%[activator]	3.3µM*	9%	32*	+	-12%
Cc1[nH]c2ccc(CNS(=O)(=O)c3ccc(S(=O)(=O)N4CCOCC4)cc3)cc2c1C	.	?	9%	-4	-14	2%
Cc1noc(C)c1S(=O)(=O)N1CCN(c2ccc(Cl)cc2)CC1	5%	?	2%	-2	2	12%
Cc1noc(NS(=O)(=O)c2ccc(NC(=O)c3ccc(N(C)C)cc3)cc2)c1C	42%[activator]	71%[activator]	16%	.	.	.
